Compound activity: PubChem, National Center for Advancing Translational Sciences (NCATS)
PTHR1 agonist = agonists of human PTHR1 parathyroid hormone receptor; Q03431; HEK293 GP2 PTHR1 cells, GloSensor cAMP luminescence, 1 h; Potency, µM (series often up to 115 µM), without a hit: at the top dose activation, usual class: activators; 410,000 compounds, 0.075% hits; AID 743266; note: potency is the fitted concentration of half-maximal effect; nearly all actives have a fitted effect of over 55% in size; some results filed as inactive show a strong effect at the top dose; inactives centre near -15; many of its hits are not listed in these tables
Target sequence (Q03431 whole entry, looked up): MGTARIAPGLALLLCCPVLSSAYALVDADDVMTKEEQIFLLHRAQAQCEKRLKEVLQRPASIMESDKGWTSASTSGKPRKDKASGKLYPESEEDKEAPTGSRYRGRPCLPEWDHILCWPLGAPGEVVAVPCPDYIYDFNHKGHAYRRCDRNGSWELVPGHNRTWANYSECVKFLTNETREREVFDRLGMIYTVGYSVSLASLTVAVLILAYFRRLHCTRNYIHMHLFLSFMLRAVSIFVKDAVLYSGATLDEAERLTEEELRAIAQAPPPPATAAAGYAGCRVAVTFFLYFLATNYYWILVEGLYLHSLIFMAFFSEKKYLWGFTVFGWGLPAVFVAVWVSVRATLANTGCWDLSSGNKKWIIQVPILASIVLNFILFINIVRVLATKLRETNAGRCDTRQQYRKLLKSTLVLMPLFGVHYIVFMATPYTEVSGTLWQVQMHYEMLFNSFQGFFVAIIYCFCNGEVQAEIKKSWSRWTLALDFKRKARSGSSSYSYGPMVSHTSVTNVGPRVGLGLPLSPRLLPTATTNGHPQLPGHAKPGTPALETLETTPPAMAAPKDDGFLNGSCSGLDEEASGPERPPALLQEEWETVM
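HEK-293-derived GP2 cells expressing PTHR1 and a GloSensor cAMP reporter, 3,000/well, plated overnight, given luciferin plus IBMX (each 0.5 mM as added) for 1 h at 37 °C, then compound for 1 h at 37 °C. Luminescence was read after 15 min at room temperature.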
EPAC1 agonist = activates human EPAC1 exchange factor | AID 720707 | O95398 | EPAC1 agonist qHTS, biochemical assay; response scale: 100% = response to 6.5 mM cAMP | 360,000 compounds, 0.073% hits | Potency, µM (doses to about 154 µM), without a hit: at the highest dose activation, hits mostly activators; note: potency is the fitted concentration of half-maximal effect; nearly all actives have a fitted effect of over 60% in size
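EPAC1 100 nM, Rap1B–BODIPY-GDP 250 nM, unlabeled GDP 50 uM; compound titration; 5 min RT; kinetic read ex480/em540 at 5-min intervals ×30 min; data normalized to 6.5 mM cAMP agonist control.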
HEK293 tox = cytotoxicity in counter-screen for GLP-1R inverse agonists. AID 624418. HEK293 cAMP-luciferase reporter cells, luminescence, 24 h. 410,000 compounds, 0.13% hits. Potency, µM (highest dose often 38.3 µM), for inactives: at the top dose activity change, negative = inhibition, most hits filed as inhibitors;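 note: loss of luciferase light is scored as toxicity; potency is the fitted concentration of half-maximal effect; % is set by controls: 0 for no effect and ±100 for the full control effect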
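A 23 nL compound transfer followed 12 hours of cell culture at 37 deg C; exposure then lasted 24 hr. Luciferase assay detection reagent was dispensed and plates read for luminescence after a 12 min room-temperature wait.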
PLK1 PBD block = blocks phosphopeptide binding to human PLK1 polo-box domain; Potency, µM, for the others: max response, negative = inhibition, hits mostly inhibitors; Plk1 PBD binding of FITC phosphopeptide, fluorescence polarization; 360,000 compounds, 2.8% hits; P53350; AID 720504; note: potency is the fitted concentration of half-maximal effect; series mostly up to about 57 µM; % is set by controls: 0 for no effect and ±100 for the full control effect; nearly all actives have a fitted effect of over 65% in size
GLP-1R agonist = agonists of human GLP-1 receptor; P43220; HEK293 GLP-1R CRE-luciferase, luminescence, 4-6 h; cells express a hypersensitive GLP-1R form; Potency, µM (doses to about 45.6 µM), for inactives: at the highest dose activation, usual class: activators; 380,000 compounds, 0.007% hits; AID 624172; note: potency is the fitted concentration of half-maximal effect; % of control where 0% means no effect
PI5P4Ka inh = inhibitors of human PI5P4K alpha | PI5P4Kalpha enzyme, ADP-Glo luminescence, 60 min; active compounds read low | 330,000 compounds, 1.2% hits | P48426 | max response, %; active = max response of -50% or lower; inconclusive = between -30% and -50%; inactive = -30% or higher; note: value at the top dose of about 77 µM; % is set by controls: 0 for no effect and ±100 for the full control effect
Target sequence (P48426 whole entry, looked up): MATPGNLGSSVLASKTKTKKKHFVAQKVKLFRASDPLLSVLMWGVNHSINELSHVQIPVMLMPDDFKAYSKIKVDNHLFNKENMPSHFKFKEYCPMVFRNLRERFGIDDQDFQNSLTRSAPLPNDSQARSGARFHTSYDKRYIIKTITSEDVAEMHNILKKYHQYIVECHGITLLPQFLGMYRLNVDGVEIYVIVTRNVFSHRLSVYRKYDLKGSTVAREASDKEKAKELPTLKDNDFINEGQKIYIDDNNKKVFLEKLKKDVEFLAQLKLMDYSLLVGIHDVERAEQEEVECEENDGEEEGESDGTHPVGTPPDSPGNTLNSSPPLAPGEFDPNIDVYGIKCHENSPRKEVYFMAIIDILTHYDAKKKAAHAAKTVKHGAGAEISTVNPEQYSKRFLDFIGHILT
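Quantitative HTS of the MLSMR library against PI5P4Kalpha with substrate. ATP added last at 5 microM final; room temperature, 60 minutes. Remaining ATP depleted, ADP converted and read as luminescence.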
IL-2 act = IL-2 activation; activation, % (series mostly up to about 46 µM); IL-2 activation reporter assay, cell-based qHTS; stimulated with anti-CD3/CD4/CD28 beads; in transgenic mouse T cells; 360,000 compounds, 0.065% hits; AID 652025; in the data active = activation above about 50%; inconclusive = mostly about 30% to 49%; note: 0% is about no effect
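Readout is EGFP and DsRed signal by fluorescent plate cytometry after 18 h at 37 degrees C. Transgenic mouse T cells (750/well) received compound for 60 min before bead stimulation (anti-CD3, anti-CD4, anti-CD28); memory T cells served as non-tolerant control.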
GLP1R inv ag = inverse agonists of human GLP-1 receptor. HEK293 GLP-1R CRE-luciferase, luminescence, 24 h; GLP-1R form is constitutively active. Potency, µM (series often up to 38.3 µM), without a hit: at the highest dose activity change, negative = inhibition, usual class: inhibitors. 410,000 compounds, 1.6% hits; note: potency is the fitted concentration of half-maximal effect; % is set by controls: 0 for no effect and ±100 for the full control effect; nearly all actives have a fitted effect of over 55% in size
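Assay principle: reduced luminescence from a cAMP-responsive reporter in HEK293 cells co-expressing a constitutively active GLP-1R. Conditions: 24 hr compound incubation, 37 deg C, 5% CO2.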
EPAC1 antag = antagonists of human EPAC1. O95398. EPAC1 GEF assay, Rap1b-BODIPY-GDP exchange fluorescence. Potency, µM (series often up to 115 µM), for inactives: top-dose activity change, negative = inhibition, usual class: inhibitors. 360,000 compounds, 0.14% hits;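 note: potency is the fitted concentration of half-maximal effect; plate controls were vehicle for no effect and positive control for full effect; nearly all actives have a fitted effect of over 50% in size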
* = called active by the depositor; i = inactive; ? = inconclusive; / = not tested or not shown; & = joins results of further samples; [ ] = another dose, or the depositor's remark. Unless noted, calls come from the whole dose curve; as a rule, active = well fitted curve in the direction sought with a large enough effect; inconclusive = small, poorly fitted or top-dose-only effect, or another doubt; inactive = no such curve, though single readings can be large; an effect the other way counts as inactive or inconclusive.

Molecule	PTHR1 agonist	EPAC1 agonist	HEK293 tox	PLK1 PBD block	GLP-1R agonist	PI5P4Ka inh	IL-2 act	GLP1R inv ag	EPAC1 antag
CSC(=O)NC12CC3CC(CC(C)(C3)C1)C2	-14%[57.5 µM]	5%	-1%	-4%	5%	/	-1.7	0%	-4%
CCOC(=O)N1CCN(S(=O)(=O)c2ccc(C)c(C)c2C)CC1	-9%	5%	-18%	-6%	20%	-6	2.9	-22%	-11%
CCN(CC)CCCN(Cc1cc2cc3c(cc2[nH]c1=O)OCO3)C(=S)NCCCOC	?	0%	36%[activator]	-8%	6%	1	0.1	-25%	-9%
Cc1ccc(Nc2ccccc2)cc1	-16%	0%	-20%	0%	4%	0	11	-21%	-1%
Cc1ccc(CNC(=O)C2(C)CCN2C(=O)Cc2ccc(C(C)(C)C)cc2)cc1 (configuration not stated)	-4%	-13%	-7%	3%	6%	14	-0.6	?	-5%
CCCCCN(C(=O)CN1CCC(Cc2ccccc2)CC1)c1c(N)n(CCCC)c(=O)[nH]c1=O	-12%	2%	-28%	-12%	2%	3	1.7	-17%	-14%
CCOC(=O)CSc1nnc(Cc2ccccc2)n1-c1ccc(C)cc1	i	-6%	-17%	-4%	0%	4	-0.2	?	-6%
O=C(CSc1ccc2nnc(-c3cccc(F)c3)n2n1)NCc1ccco1	0%[57.5 µM]	4%	-10%	-17%	3%	/	-1.9	21%	2%
CC(C)Nc1ncnc2ccc(Br)cc12	-33%[inhibitor]	-4%	-22%	3%	-10%	-8	-0.7	?	-6%
CC(=O)c1ccc(-n2c(CCC(=O)O)ccc2-c2cccs2)cc1	-7%	-2%	-7%&10%	-8%	-1%	/	-1.8	-16%&5%	15%
COc1cc2c3nnc(-c4ccc(F)cc4)c-3cn(Cc3ccccc3)c2cc1OC	i	-24%	-11%	7%	-2%	-3	199*	?	47%[activator]
COCCNC(=O)C1(C)CCCN(Cc2c(C)nn(-c3ccccc3)c2C)C1 (configuration not stated)	i	6%	5%	-1%	-1%	0	-0.3	-15%	-1%
CC(C)CN1C(=O)NC2(CCCc3ccccc32)C1=O (configuration not stated)	i	-2%	-3%	0%	0%	-8	-2.6	?	13%
COc1ccc(Cl)cc1NC(=O)[C@@H]1CCCN1C(=O)c1cccs1	-5%	-5%	-5%	1%	-1%	-3	0.5	?	-14%
Cn1c(CN2CCOCC2)nnc1SCC(=O)Nc1ccc2c(c1)OCCO2	-5%[57.5 µM]	-7%	2%	-6%	3%	/	-1.8	11%	7%
CCCCCn1c(=N)c(S(=O)(=O)c2ccccc2)cc2c(=O)n3cccc(C)c3nc21	i	/	-4%	/	-2%	/	/	4%	/
COc1ccc(C(c2nnnn2C(C)(C)C)N2CCN(C(=O)c3ccco3)CC2)cc1 (configuration not stated)	24%	5%	3%	-8%	13%	0	-1.0	5%	-17%
O=C(NCc1nc2ccccc2[nH]1)C1=C[C@@H](C2CC2)C[C@@H](OCc2ccc(CO)cc2)O1	-24%	-10%	-3%	-5%	9%	-3	-0.7	1%	-22%
O=S(=O)(c1ccc(Cl)c(C(F)(F)F)c1)N1CCN(c2ccccn2)CC1	i	-4%	4%	-21%	1%	3	0.8	0%	4%
COc1ccc2c(CC(=O)OCC(=O)Nc3ccc(C)cc3)coc2c1	17%	6%	1%	2%	0%	-26	0.6	8%	-1%
O=[N+]([O-])c1cccnc1Sc1n[nH]c(-c2ccc(Cl)cc2)n1	-23%	-2%	-5%	-22%	-5%	0	0.0	10%	0%
C=Cc1c(C)c2cc3[nH]c(cc4nc(cc5nc(cc1[nH]2)C(C)=C5CCC(=O)O)C(CCC(=O)O)=C4C)c(C)c3C=C	-2%&-42%	-7%&19%	?	13µM*	?	-51*	0.1&0.1	4%&7%	-2%&-13%
Nc1nonc1-n1nnc(C(=O)N/N=C/c2cccs2)c1-c1ccc2c(c1)OCO2	-5%	0%	?	3%	-4%	-27	0.4	10%	13%
O=C(O)CC(NC(=O)C1c2ccccc2Oc2ccccc21)c1ccc(Cl)cc1 (configuration not stated)	i	-11%	-3%	-7%	-6%	7	0.4	-13%	1%
CCC(C)N1CCCC1C(=O)Nc1c(C)cc(C)cc1C (configuration not stated)	i	-12%	3%	-6%	0%	6	0.2	?	0%
COc1ccc(CNC(=O)c2ccc(SC)cc2OC)cc1	i	-12%	-1%	-9%	31%	-4	-1.9	-19%	-6%
COc1ccc(CCN2CC(C(=O)OCC(=O)Nc3c(C)nn(-c4ccccc4)c3C)CC2=O)cc1OC (configuration not stated)	-19%	-2%	-5%	2%	5%	-1	-0.1	-4%	2%
CC[C@@]1(C(=O)OC)N[C@H](CN(C)C(=O)Nc2ccc(C)cc2)[C@@H]2C(=O)N(Cc3ccccc3)C(=O)[C@@H]21	-21%	-11%	-9%	-11%	-2%	-12	1.2	4%	15%
O=C(NNc1nc2cc3c(cc2s1)OCCO3)c1ccccc1	-8%	2%	-2%	1%	13%	8	-2.0	2%	6%
CC1CCC(NC(=O)C2CC(=O)N(c3ccc4c(c3)OCCO4)C2)CC1 (configuration not stated)	i	3%	-13%	-22%	6%	0	0.8	13%	-27%
O=C(CC(CC(=O)c1ccccc1)c1ccccn1)c1ccccc1	-10%	4%	-1%	2%	14%	1	-0.8	10µM*	-15%
c1ccc2c(c1)CCCN2c1nc2ccccc2n2cnnc12	i	3%	?	-17%	15%	5	1.1	5%	?
C#CCN(C[C@@H]1[C@@H](OC(=O)NC2CC2)[C@@H](OC(=O)NC2CC2)CN(C(=O)OC(C)C)N1C(=O)OC(C)C)S(=O)(=O)c1ccc(C)cc1	-23%	-6%	15%	21µM*	-1%	0	-0.1	-20%	-23%
CCN(C(=O)CN1CCN(C)CC1)c1c(N)n(Cc2ccccc2)c(=O)[nH]c1=O	i	-4%	8%	5%	-12%	-1	0.4	20%	1%
COCC(=O)Nc1cc([N+](=O)[O-])ccc1C	?	2%	59%[activator]	12µM*	9%	-16	1.9	6%	-29%
CC(OC(=O)c1ccccc1N1C(=O)C2C3CCC(C3)C2C1=O)C(=O)c1ccccc1 (configuration not stated)	i	-10%	-20%	-4%	-8%	-3	-0.4	-20%	-16%
CCCn1ccnc1SC(C)C(=O)Nc1c(C)n(C)n(-c2ccccc2)c1=O (configuration not stated)	i	-5%	-12%	0%	-6%	3	2.0	26%	0%
CS(=O)(=O)N1CCC(C(=O)NCc2ccc(F)cc2)CC1	i	3%	8%	-2%	16%	0	0.9	-4%	-3%
Cc1ccc(C)c(N2CCN(C(=O)CCC(=O)N3CCOc4ccc(Cl)cc43)CC2)c1	-37%[inhibitor]	8%	0%	-9%	3%	35	-3.9	?	-10%
O=C(NC1CC1)c1cccc(Oc2ccccc2)c1	-16%	1%	-2%	-13%	8%	5	0.4	-16%	-18%
COc1ccc(C)cc1NC(=O)CNCc1cccs1	-16%	-12%	0%	1%	1%	-1	-0.5	9%	0%
O=c1cc(COn2nnc3ccc(C(F)(F)F)cc32)nc2sccn12	-22%	0%	-8%	0%	-2%	8	2.7	?	0%
CCN(CC)c1ccc(-c2n[nH]c(=S)n2-c2ccccc2C)cc1	-12%	5%	-46%	-11%	5%	-13	0.9	-23%	-16%
CCOc1cc(C2NN=C(c3ccccc3)S2)ccc1OCc1ccccc1Cl (configuration not stated)	-32%[inhibitor]	3%	-6%	?	-3%	-4	-1.4	?	3%
CCOc1ccc(S(=O)(=O)N2CCN(c3ccccc3)CC2)c2cccnc12	-9%	21%	13%	1%	3%	2	-0.6	7%	-8%
COCCn1nnnc1CN1CCC(C)CC1	i	-2%	1%	-15%	-3%	-3	-0.4	1%	14%
CCCC(=O)Nc1ccc2c(c1)nc(CN1CCN(C(C)=O)CC1)n2C	i	8%	-9%	-4%	-3%	-3	1.1	12%	-7%
Cc1cc(=O)oc2cc(OCC(=O)NCCCN3CCOCC3)ccc12	6%[57.5 µM]	7%	7%	-7%	6%	-7	-0.4	9%	4%
Cc1nn(C)cc1/C=C/C(=O)c1cccs1	-19%[57.5 µM]	14%	14%	-8%	0%	/	-1.9	61%[activator]	-15%
CCOC(=O)[C@H]1[C@H]2COc3ccc(OC)cc3[C@@H]2N2C(=O)c3ccc(F)cc3NC(=O)[C@@]12C	-16%	9%	0%	-9%	12%	8	5.1	0%	8%

Further records:
Molecule	PTHR1 agonist	EPAC1 agonist	HEK293 tox	PLK1 PBD block	GLP-1R agonist	PI5P4Ka inh	IL-2 act	GLP1R inv ag	EPAC1 antag
O=c1oc2c(CN3CCOCC3)c(O)c(Cl)cc2c2c1CCCC2	i	-4%	169%[activator]	-17%	-2%	-29	0.5	10%	-2%
O=C(Nc1ccc(Br)cc1)c1csc(-c2ccncc2)n1	-5%	6%	6%	-15%	15%	2	-0.4	13%	?
COc1cccc(C(=O)NCCN2CCOCC2)c1	i	10%	1%	-10%	3%	/	-0.8	0%	12%
COc1ccccc1CNC(=O)C(C)NS(=O)(=O)c1ccccc1 (configuration not stated)	i	13%	-1%	?	-1%	-27	1.9	0%	-11%
Cc1ccc(C)c(Nc2nn3c(=O)c4ccc(C(=O)NCCC5=CCCCC5)cc4nc3s2)c1	i	/	-3%	/	4%	/	/	-6%	/
CCCCCCNCCn1cnc2c(N)ncnc21	i	5%	0%	-6%	4%	/	-0.7	11%	2%
CCn1c(SCC(=O)NCc2ccc3c(c2)OCO3)nnc1-c1cccs1	-5%	12%	8%	-10%	0%	/	0.0	22%	-2%
CCC1(C)Cc2c(C#N)c(N)n(-c3ccccc3)c(=S)c2CO1 (configuration not stated)	-1%	-7%	-1%	-24%	12%	6	0.1	10%	-5%
O=C(CSc1nnc(-c2ccccc2O)o1)N1CCOCC1	-13%	-1%	0%	-6%	-1%	-7	0.5	6%	-2%

Only part of the results is shown (hit frequency here may not be typical).
